Compound activity: PubChem, several laboratories
GASC-1 inh: inhibitors of GASC-1 histone demethylase, primary screen, biochemical, fluorescence, DELFIA europium; inhibition, % at 2.35 µM; 0.069% of 330,000 active; GST-JMJD2C(1-420) H3K9me3 demethylation; Lysine-specific demethylase 4C (Homo sapiens), Q9H3R0; AID 2099, 2009;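 active = more than half of a compound's replicate wells show inhibition beyond 50%, single wells judged on their own value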;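 note: signal counts dimethyl H3K9 product captured on neutravidin plate; 0% = median of DMSO wells and 100% = 0.3 times that DMSO median; strong numbers were not always called active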
Target sequence (Q9H3R0 1-420 limits assumed): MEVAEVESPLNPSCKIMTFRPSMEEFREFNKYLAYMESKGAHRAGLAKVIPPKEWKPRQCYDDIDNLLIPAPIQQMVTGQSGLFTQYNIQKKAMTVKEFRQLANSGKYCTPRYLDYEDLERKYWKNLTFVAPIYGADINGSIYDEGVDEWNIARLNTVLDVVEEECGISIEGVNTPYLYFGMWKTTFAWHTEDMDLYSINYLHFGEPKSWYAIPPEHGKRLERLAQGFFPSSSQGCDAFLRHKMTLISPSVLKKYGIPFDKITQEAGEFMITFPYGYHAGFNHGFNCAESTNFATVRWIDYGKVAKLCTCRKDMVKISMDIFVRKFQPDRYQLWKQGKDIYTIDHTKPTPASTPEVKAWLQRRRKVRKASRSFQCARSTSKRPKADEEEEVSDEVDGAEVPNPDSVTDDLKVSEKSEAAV
Efflux pump mplx: inhibitors of Candida efflux pumps in yeast, primary screen, S. cerevisiae, Nile Red, multiplex. inhibition, % at 10 µM. 0.44% of 330,000 active. AID 485275, 2010. S. cerevisiae Candida pump triplex;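 active = plate passing quality check with inhibition over a set limit, or well fluorescence over plate mean plus 4 SD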;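 note: Nile Red retained in pooled yeast measured as flow cytometry median fluorescence; 0% = buffer negative control and 100% = Enniatin B positive control; higher means more Nile Red kept so more efflux inhibition; some compounds called inactive have numbers as strong as hits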
PP1 counter: PP1-alpha phosphatase inhibitors, primary screen, counter-screen for PP5 inhibitor project, biochemical, fluorescence, OMFP substrate, single point. Serine/threonine-protein phosphatase PP1-alpha catalytic subunit (Homo sapiens), P62136. purified PP1alpha. inhibition, % at 6.7 µM. 0.9% of 320,000 active;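 active = inhibition above the mean inhibition of all tested compounds plus 3 SD, computed separately for each screening campaign, cut at about 15% in these data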
Target sequence (P62136 whole entry, looked up): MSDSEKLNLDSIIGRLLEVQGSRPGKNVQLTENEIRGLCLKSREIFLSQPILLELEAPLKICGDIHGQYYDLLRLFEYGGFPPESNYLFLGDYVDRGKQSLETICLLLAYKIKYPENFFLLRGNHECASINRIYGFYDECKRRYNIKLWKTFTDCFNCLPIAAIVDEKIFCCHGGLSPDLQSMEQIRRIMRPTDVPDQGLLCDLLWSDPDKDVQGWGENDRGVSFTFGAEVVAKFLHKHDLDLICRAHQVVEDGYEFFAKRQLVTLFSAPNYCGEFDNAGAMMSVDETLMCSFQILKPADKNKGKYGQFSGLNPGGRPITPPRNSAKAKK
LYPLA2 counter: LYPLA2 inhibitors, primary screen, counter-screen for PME1 inhibitor project, biochemical, fluorescence polarization, FP-Rh probe ABPP | recombinant LYPLA2 | inhibition, % at 5.9 µM | AID 2177, 2009 | 0.38% of 320,000 active | Acyl-protein thioesterase 2 (Homo sapiens), O95372;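 active = inhibition above the screen-wide mean plus 3 SD, limit set per campaign, cut at about 26% in these data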;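 note: 0% = LYPLA2 with DMSO and 100% = wells lacking LYPLA2 enzyme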
Target sequence (O95372 whole entry, looked up): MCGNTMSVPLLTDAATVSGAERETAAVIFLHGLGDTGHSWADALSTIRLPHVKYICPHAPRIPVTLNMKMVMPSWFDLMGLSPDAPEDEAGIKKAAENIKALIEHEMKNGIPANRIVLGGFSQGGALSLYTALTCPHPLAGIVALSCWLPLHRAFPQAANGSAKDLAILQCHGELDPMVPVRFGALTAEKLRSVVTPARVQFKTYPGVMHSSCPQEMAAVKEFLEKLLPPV
CTSL1 counter: Fasciola hepatica cathepsin L1 inhibitors, primary screen, counter-screen for PFM18AAP inhibitor project, biochemical, QFRET, fluorogenic peptide substrate; recombinant F. hepatica cathepsin L1, Z-Leu-Arg-MCA fluorescence; inhibition, % at 5.96 µM; 0.49% of 300,000 active; AID 1906, 2009;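 active = inhibition above the mean of all tested compounds plus 3 SD, set per screening campaign, cut at about 17% in these data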;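 note: 0% = plate median of test compound wells and 100% = 1 µM Z-Phe-Ala-diazomethylketone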
HCV core dimer: inhibitors of HCV core protein dimerization, primary screen, biochemical, TR-FRET, high-throughput; TR-FRET GST/Flag-core106 dimerization, 1536-well; 0.33% of 300,000 active; AID 1899, 2009; inhibition, % at 5 µM;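 active = inhibition above the mean of all tested compounds plus 3 SD, set per screening campaign, cut at about 45% in these data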
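Assay system: Tagged HCV core106 pair (GST and Flag) | Buffer or medium: KF-containing HEPES buffer, pH 7.45, DTT, CHAPS, BSA | Also added: Eu donor and XL665 acceptor anti-tag antibodies | Dosing: One concentration, 5 µM, in 0.5% DMSO | Timing: 4 h at 22.5 °C | Technique: TR-FRET 671 and 617 nm emission | Repeats: Singlicate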
PP5 primary: PP5 phosphatase inhibitors, primary screen, biochemical, fluorescence; 0.18% of 320,000 active; Serine/threonine-protein phosphatase 5 (Homo sapiens), P53041; purified PP5c, OMFP substrate fluorescence; inhibition, % at 6.7 µM;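 active = inhibition above the campaign's mean inhibition across all tested compounds plus 3 SD, cut at about 9.5% in these data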;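 note: 0% = DMSO only and 100% = 100 µM cantharidin control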
PREPL inh: PREPL enzyme inhibitors, primary screen, biochemical, fluorescence polarization | 0.68% of 320,000 active | Prolyl endopeptidase-like (Homo sapiens), Q4J6C6 | recombinant PREPL, fluorescence polarization activity-based probe | AID 2751, 2010 | inhibition, % at 5.96 µM; in the data active = inhibition above about 43%;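 note: 0% = enzyme with DMSO and 100% = wells lacking enzyme; many of its hits are not listed in these tables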
TPT1 inhibitor: Candida albicans TPT1 enzyme inhibitors, primary screen, biochemical, fluorescence polarization | tRNA 2'-phosphotransferase TPT1 (Candida albicans SC5314) | recombinant caTPT1, FP RNA substrate dephosphorylation | inhibition, % at 5 µM | 0.81% of 300,000 active;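 active = inhibition above the mean of all tested compounds plus 3 SD, set per screening campaign, cut at about 24% in these data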;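 note: plate controls were DMSO alone for no effect and ferristatin control at 100 nM for full effect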
* hit, by the source's call; . = not tested or not shown. An excerpt; rates above refer to the full screens.

SMILES	GASC-1 inh	Efflux pump mplx	PP1 counter	LYPLA2 counter	CTSL1 counter	HCV core dimer	PP5 primary	PREPL inh	TPT1 inhibitor
CC(=O)N1CN(C2CCCC2)Cc2c1sc1c2CCCC1	-7	0.1	-7	6	0	0	1.0	20	-1
NC(=O)c1oc2ccccc2c1NC(=O)C1CCCCC1	4	0.0	-2	2	7	0	-1.3	-1	0
O=C(CCS(=O)(=O)c1cccc2nsnc12)N1CCN(c2ccccc2F)CC1	36	0.2	0	5	1	0	-1.1	22	-2
O=C(Cc1ccc(Br)cc1)NC1CCCc2ccccc21 (configuration not stated)	-2	-0.2	-2	2	1	6	3.0	-3	-1
CCn1c(SCC(=O)NC2CC2)nnc1-c1ccccn1	5	0.0	-2	-6	-3	-5	-0.1	3	0
CC(=O)NC12CC3CC(C1)CC(C(=O)N1CCN(S(=O)(=O)c4ccc(C(C)C)cc4)CC1)(C3)C2	-2	-0.1	-5	2	7	0	-0.3	7	-2
COc1ccc(N2CCN(C(=O)c3ccc(CSc4ccccc4)cc3)CC2)cc1	6	0.2	0	30*	-2	10	1.6	11	0
O=C(Cn1cnc2ccccc21)NCCCN1CCOCC1	-18	-0.3	-1	2	11	-1	4.2	8	-3
COc1nnc(-c2ccc(N3CCOCC3)c(NC(C)=O)c2)c2ccccc12	-7	0.4	-10	2	0	5	5.0	18	6
CCOCCOC(=O)c1[nH]c2c(c1C)C(=O)CC(c1cccs1)C2 (configuration not stated)	-3	0.0	-1	-1	0	-3	-0.3	0	-2
CC(C)NS(=O)(=O)c1ccc(NCCCn2ccnc2)c([N+](=O)[O-])c1	-35	0.1	-2	4	0	0	3.8	5	-4
CCOC(=O)c1c(-c2ccccc2)oc2ccc(O)c(CN3CCOCC3)c12	-5	0.3	0	0	7	0	2.5	10	0
COC(=O)c1ccc(CN2C(=O)NC3(CCCCC3C)C2=O)o1 (configuration not stated)	-26	-0.1	2	6	3	-3	0.1	14	-2
O=C1CC2(CCCCCC2)Oc2ccccc21	-4	.	0	1	-1	-15	2.2	-2	1
CCS(=O)(=O)n1nc(-c2ccco2)nc1SC	-2	-0.1	1	3	4	-3	2.9	3	-2
COC(=O)c1ccc(CNC(=O)c2ccc(OC)c(S(=O)(=O)NC3CCCC3)c2)cc1	-3	0.2	-3	8	.	.	2.3	4	.
COCCNc1nc(C)cc(-c2cc(C(=O)Nc3ccccc3)on2)n1	-1	0.0	-1	4	2	0	3.9	0	3
Cc1ccc2cc([N+](=O)[O-])ccc2n1	-10	0.1	1	-2	0	0	-0.1	9	-1
CCOC(=O)Cn1nnc(-c2cc(OC)c(OC)c(OC)c2)n1	0	0.1	-10	2	0	-2	2.9	-2	-1
Cc1cc2c(c(=O)n1Cc1ccc3c(c1)OCO3)C(c1cccnc1)C(C#N)=C(N)O2 (configuration not stated)	7	-0.1	-1	9	6	7	3.0	-4	-4
C=CCn1c(SCC(=O)Nc2ccc(C)cc2C)nnc1-c1cccnc1	11	0.3	-2	-2	0	2	-0.4	-5	2
CC#CC[N+](C)(C)CCCCCCCC	-2	0.1	-1	2	2	-2	1.8	14	-2
COC(=O)c1ccc(CSc2nc3scc(-c4cccs4)c3c(=O)[nH]2)o1	-7	0.3	22*	2	-4	33	0.7	1	11
COc1ccc(C2C(=O)c3ccccc3C2=O)c(OC)c1	10	-0.1	-3	-2	8	0	1.5	0	15
Cc1cc(C)nc(N2CCC(C(=O)Nc3nnc(C)s3)CC2)n1	-5	0.0	-2	3	2	4	6.2	7	-3

Further entries follow.
SMILES	GASC-1 inh	Efflux pump mplx	PP1 counter	LYPLA2 counter	CTSL1 counter	HCV core dimer	PP5 primary	PREPL inh	TPT1 inhibitor
CCc1ccc(N2CC(C)Cn3c2nc2c3c(=O)n(CCN3CCOCC3)c(=O)n2C)cc1 (configuration not stated)	-20	0.1	-3	0	3	0	2.2	23	4
O=S(=O)(c1cc(Cl)ccc1Cl)N1CCCCC1	-12	-0.2	2	6	-1	-4	2.0	4	-2
Cn1c(N2CCOCC2)nc(-c2ccccc2)c1-c1ccccc1	-17	0.1	0	1	-5	-8	2.5	3	2
COc1ccc(C2=CC(=O)C[C@H](c3ccc(Cl)cc3)C2)cc1	-1	-0.1	2	1	.	.	-0.1	-18	.
O=C(CN1CCC(Cc2ccccc2)CC1)N1CCc2ccccc2C1	16	0.0	-1	-3	3	2	1.2	-22	-2
c1ccc(CSc2ncnc3sccc23)cc1	-9	0.0	-3	17	3	6	1.9	1	-1
COc1ccc(S(=O)(=O)N(Cc2cc3ccc(OC)cc3[nH]c2=O)CC2COCCO2)cc1 (configuration not stated)	11	0.2	-8	0	-5	2	4.7	-4	-2
O=C(CNC(=O)c1cccnc1)N=Nc1c(O)[nH]c2c(Br)cc(Br)cc12	2	0.1	-2	2	4	3	2.7	2	2
CCOC(=O)c1cnc(-n2nc(C)cc2C)nc1Nc1cccc(C(C)=O)c1	-15	0.0	3	9	0	0	4.0	13	1
CCn1c(-c2csc(-c3ccccc3)n2)n[nH]c1=S	-1	-0.1	2	13	-2	1	2.3	8	2
CCCN(CC(=O)Nc1ccccc1C)C(=O)c1ccc2c(c1)OCO2	-3	0.2	-1	-4	.	.	2.5	6	.
CCCN(CC(=O)NC(=O)NC1CCCCC1)CC(=O)Nc1cc(Cl)ccc1Cl	1	0.1	5	6	.	.	5.8	-43	.
COc1ccc([N+](=O)[O-])cc1NC(=O)COC(=O)c1ccccc1C(=O)c1ccccc1	-15	0.2	0	-7	-7	5	2.0	6	0
Clc1ccc(-c2nnc(NC3=NCCCCC3)o2)cc1	84	0.4	0	6	0	0	1.0	8	-6
O=C(Cc1cccs1)NCc1ccc(Cl)cc1	9	-0.1	-4	-1	-3	5	0.2	-8	0
CCN(CC)S(=O)(=O)c1ccc(C(=O)Nc2nnc(C(C)C)s2)cc1	-7	-0.1	-3	4	2	26	1.9	-3	0
Cc1ccccc1C(=O)Nc1ccccc1N1CCCCC1	4	0.0	5	-1	5	6	2.3	-1	0
CCOC(=O)c1cccc(NC(=O)c2ccc(F)cc2F)c1	2	-0.1	7	4	-3	0	1.6	4	-3
COc1ccc(NC(=O)CN(C)S(=O)(=O)c2ccc(Br)s2)cc1	5	0.3	3	-3	-4	-5	3.0	1	2
O=C(CSc1ccccn1)N/N=C/C=C/c1ccccc1	16	0.0	-3	-4	4	-3	-1.5	-15	1
CCc1nonc1NC(=O)c1oc2c(C)c(C)ccc2c1C	3	-0.1	-1	1	1	12	2.4	14	-6
S=C(Nc1ccc(Cl)cc1)NN1CCOCC1	4	0.1	-3	-3	-2	1	0.9	-7	1
COc1ccc(-c2nnc(SCC(=O)/C(C#N)=C(\C)N)o2)cc1	1	0.1	-1	8	-3	2	-0.6	6	0
CC1CC(C)CN(C/C=C/c2ccccc2[N+](=O)[O-])C1 (configuration not stated)	-8	0.1	-7	-2	-1	-6	1.0	4	-1
NNC(=O)c1[nH]c2ccccc2c1-c1ccccc1	-5	0.0	4	-8	0	3	2.2	11	-1

Reprinted from the part before: 5 compounds; new compounds follow.
SMILES	GASC-1 inh	Efflux pump mplx	PP1 counter	LYPLA2 counter	CTSL1 counter	HCV core dimer	PP5 primary	PREPL inh	TPT1 inhibitor
CCc1nonc1NC(=O)c1oc2c(C)c(C)ccc2c1C	3	-0.1	-1	1	1	12	2.4	14	-6
S=C(Nc1ccc(Cl)cc1)NN1CCOCC1	4	0.1	-3	-3	-2	1	0.9	-7	1
COc1ccc(-c2nnc(SCC(=O)/C(C#N)=C(\C)N)o2)cc1	1	0.1	-1	8	-3	2	-0.6	6	0
CC1CC(C)CN(C/C=C/c2ccccc2[N+](=O)[O-])C1 (configuration not stated)	-8	0.1	-7	-2	-1	-6	1.0	4	-1
NNC(=O)c1[nH]c2ccccc2c1-c1ccccc1	-5	0.0	4	-8	0	3	2.2	11	-1
O=C(O)C1(c2ccccc2)CCN(S(=O)(=O)c2cccc(Cl)c2)CC1	-5	-0.3	3	0	0	-4	0.5	8	0
CCn1c(O)c(N=NC2=NC(=O)CS2)c2ccccc21	33	0.1	2	4	3	-2	3.5	16	-2
COC(=O)c1ccc(NC(=O)C(C)Oc2ccccc2)cc1 (configuration not stated)	10	0.1	-2	9	1	-1	2.4	8	-1
Cc1cc(C)nc(Sc2c(F)c(F)c(C(F)(F)F)c(F)c2F)n1	0	-0.1	-3	-5	0	-4	0.5	-10	-2
NC(=S)n1[nH]c(-c2ccc([N+](=O)[O-])cc2)c(N=Nc2ccc(O)cc2)c1=O	-10	-0.1	17*	3	7	25	0.7	9	1
O=C(NC1=NCCS1)c1cc(-c2ccc(-c3ccccc3)cc2)nc2ccccc12	1	0.2	1	-40	1	-20	-0.1	-3	0
COc1c(F)cc2[nH]c3c(c2c1F)CCNC3=O	1	-0.2	4	1	-1	1	-0.7	1	-1
Cc1ccc(CNC(=O)CCCn2c(=O)[nH]c3ccccc3c2=O)cc1	-21	0.2	2	-5	-4	-2	1.3	-14	1
O=C1CCCN1CC(O)CS(=O)(=O)Cc1ccccc1 (configuration not stated)	-1	0.2	0	8	-1	2	2.0	-4	2
Cc1ccccc1NC(=O)Nc1ccccc1N1CCCCC1	3	-0.1	3	-4	5	4	0.1	8	-5
O=C(COC(=O)[C@@H]1CC(O)CN1S(=O)(=O)c1ccccc1[N+](=O)[O-])Nc1ccc2ccccc2c1 (some centres not stated)	-19	-0.2	0	-3	-9	2	2.7	7	0
O=C(Nc1ccc(O)cc1)/C(=C/c1ccco1)NC(=O)c1ccccc1	-6	0.0	-5	4	-1	-4	1.0	-9	2

Laid out differently: results already given.
> Cc1ccc(CNC(=O)CCCn2c(=O)[nH]c3ccccc3c2=O)cc1
- GASC-1 inh: -21
- Efflux pump mplx: 0.2
- PP1 counter: 2
- LYPLA2 counter: -5
- CTSL1 counter: -4
- HCV core dimer: -2
- PP5 primary: 1.3
- PREPL inh: -14
- TPT1 inhibitor: 1

> O=C1CCCN1CC(O)CS(=O)(=O)Cc1ccccc1 (configuration not stated)
- GASC-1 inh: -1
- Efflux pump mplx: 0.2
- PP1 counter: 0
- LYPLA2 counter: 8
- CTSL1 counter: -1
- HCV core dimer: 2
- PP5 primary: 2.0
- PREPL inh: -4
- TPT1 inhibitor: 2

> Cc1ccccc1NC(=O)Nc1ccccc1N1CCCCC1
- GASC-1 inh: 3
- Efflux pump mplx: -0.1
- PP1 counter: 3
- LYPLA2 counter: -4
- CTSL1 counter: 5
- HCV core dimer: 4
- PP5 primary: 0.1
- PREPL inh: 8
- TPT1 inhibitor: -5
